Source: PubChem (several laboratories)
TWEAK Fn14 block – inhibitors of TWEAK-Fn14 signaling, primary screen, luciferase reporter cells, uHTS. hit rate 2% among 360,000. inhibition, % at 10 µM. AID 1159606, 2016. TWEAK-stimulated Fn14 reporter cells, luciferase luminescence, 8 h; in the data active = inhibition above about 50%
NOD2-RIPK2 inh – NOD2-RIPK2 binding disruptors in cells, primary screen, fluorescence, CHO cells, BLA complementation. CCF4 ratio. hit rate 0.38% among 360,000. inhibition, % at 4.98 µM. Receptor-interacting serine/threonine-protein kinase 2 (Homo sapiens), O43353; in the data active = inhibition above about 21%;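 also: 0% = vehicle only and 100% = reference blocker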
Target sequence (O43353 whole entry, looked up): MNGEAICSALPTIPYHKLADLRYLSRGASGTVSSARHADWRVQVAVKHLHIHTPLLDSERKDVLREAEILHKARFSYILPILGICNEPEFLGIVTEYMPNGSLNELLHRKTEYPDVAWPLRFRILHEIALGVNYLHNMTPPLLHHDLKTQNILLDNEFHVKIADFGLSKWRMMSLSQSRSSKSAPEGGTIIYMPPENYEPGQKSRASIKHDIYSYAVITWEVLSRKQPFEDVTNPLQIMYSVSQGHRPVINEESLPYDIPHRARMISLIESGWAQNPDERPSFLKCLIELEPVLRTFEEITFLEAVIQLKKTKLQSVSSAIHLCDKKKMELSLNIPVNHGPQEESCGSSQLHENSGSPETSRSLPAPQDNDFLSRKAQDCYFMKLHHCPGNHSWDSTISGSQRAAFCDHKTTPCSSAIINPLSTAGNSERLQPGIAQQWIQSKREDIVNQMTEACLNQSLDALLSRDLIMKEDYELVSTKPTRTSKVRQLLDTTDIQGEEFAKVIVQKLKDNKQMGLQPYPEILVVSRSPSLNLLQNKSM
LRH-1 inv ag – LRH-1 (NR5A2) inverse agonists, primary screen, cell-based, luminescence, HEK293T, StAR-luciferase reporter | hit rate 0.13% among 360,000 | AID 602396, 2012 | inhibition, % at 3.6 µM | Nuclear receptor subfamily 5 group A member 2 (Homo sapiens), O00482 | LRH-1 transfected, 24 h;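 active = inhibition above the mean inhibition of all tested compounds plus 3 SD, cut at about 73% in these data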;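 also: 0% = DMSO wells and 100% = reporter-only cells lacking LRH-1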
C8 TRAIL sens – viability loss with TRAIL in NB7+C8 cells, primary screen, TRAIL sensitizer project, cell-based, ATPlite luminescence; inhibition (viability loss, TRAIL sensitization), % at 10 µM; hit rate 1% among 360,000;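 active = compounds causing at least 50% loss of cell viability in the single-dose screen, relative to plate controls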
TROY NFkB inh – inhibitors of TROY-driven NF-kB signaling, primary screen, Q293 LMP1-TROYcd cells, NF-kB luciferase, uHTS; inhibition, % at 10 µM; Q293 LMP1-TROYcd NF-kB luciferase reporter, 4 h; hit rate 0.98% among 360,000; AID 1347056, 2019;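 active = compounds whose plate-normalised and pattern-corrected inhibition of the luciferase reporter signal at the single screening dose is 50% or more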
COUP-TFII inh – NR2F2 transcriptional activity inhibitors, primary screen, cell-based, luciferase reporter, HEK293T, luminescence | COUP transcription factor 2 (Homo sapiens), P24468 | inhibition, % at 8.6 µM | AID 686940, 2013 | HEK293T NGFI-A luciferase reporter | hit rate 0.7% among 370,000;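 active = inhibition above a per-plate cutoff, mean inhibition of test wells between control levels plus 3 SD, cut at about 38% in these data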;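 also: cells cotransfected with COUP-TFII expression vector driving the NGFI-A reporter; 0% = median of COUP-TF2 test wells and 100% = reporter-only cells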
Target sequence (P24468 whole entry, looked up): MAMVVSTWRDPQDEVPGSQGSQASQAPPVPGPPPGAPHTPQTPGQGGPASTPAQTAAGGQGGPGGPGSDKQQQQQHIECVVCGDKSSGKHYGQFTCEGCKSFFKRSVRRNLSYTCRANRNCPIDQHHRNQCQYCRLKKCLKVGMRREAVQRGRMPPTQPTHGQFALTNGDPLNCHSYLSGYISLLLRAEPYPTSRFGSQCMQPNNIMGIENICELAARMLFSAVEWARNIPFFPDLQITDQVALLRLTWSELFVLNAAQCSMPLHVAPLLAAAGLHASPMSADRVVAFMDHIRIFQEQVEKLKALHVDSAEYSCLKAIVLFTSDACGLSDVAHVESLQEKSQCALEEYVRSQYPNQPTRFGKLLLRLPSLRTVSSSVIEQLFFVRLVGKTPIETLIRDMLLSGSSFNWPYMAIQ
SRC2 inh – inhibition of GAL4-SRC2 driven luciferase reporter, primary screen, SRC2 inhibitor project, cell-based, luminescence; AID 651957, 2012; Nuclear receptor coactivator 2 (Homo sapiens), Q15596; inhibition, % at 9 µM; hit rate 0.17% among 370,000; HEK293 GAL4-SRC2 luciferase reporter;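 active = inhibition above the mean inhibition of all tested compounds plus 3 SD, set per campaign, cut at about 52% in these data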;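 also: 0% = DMSO treated cells and 100% = cells given Gossypol at 36 µM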
SRC1 inh – SRC1 coactivator transcriptional activity inhibitors, primary screen, cell-based, luminescence. Nuclear receptor coactivator 1 (Homo sapiens), Q15788. HEK293 GAL4-SRC1 luciferase reporter. inhibition, % at 3.6 µM. hit rate 0.12% among 360,000. AID 588354, 2011;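 active = inhibition above the campaign mean plus 3 SD, with each screening campaign given its own cutoff, cut at about 60% in these data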;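 also: 0% = DMSO treated cells and 100% = gossypol at 36 µM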
EBV LMP1 NFkB – EBV LMP1-driven NF-kappaB luciferase reporter inhibitors, primary screen, cell-based, luminescence, single point; hit rate 0.69% among 350,000; AID 504558, 2011; inhibition, % at 12.5 µM; LMP1-induced NF-kappaB luciferase reporter cells; in the data active = inhibition above about 41%;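 also: 0% = neutral control wells and 100% = reference inhibitor control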
TLR9-MyD88 block – inhibitors of TLR9-MyD88 association in cells, primary screen, cell-based, CHO, BLA complementation, fluorescence; Toll-like receptor 9 (Homo sapiens) + Myeloid differentiation primary response protein …; CCF4 FRET ratio; inhibition, % at 4.98 µM; hit rate 0.21% among 340,000; AID 504734, 2011;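 active = inhibition above the mean over all tested compounds plus 3 SD, cut at about 21% in these data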;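 also: 0% = DMSO only wells and 100% = clavulanate BLA inhibitor control wells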
SRC3 inh – SRC3 coactivator transcriptional activity inhibitors, primary screen, cell-based, luminescence | Nuclear receptor coactivator 3 (Homo sapiens), Q9Y6Q9 | HEK293 GAL4-SRC3 luciferase reporter | inhibition, % at 3.6 µM | hit rate 0.17% among 360,000 | AID 588352, 2011;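 active = inhibition above a per-campaign cutoff, the mean of all compounds plus 3 SD, cut at about 60% in these data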;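 also: 0% = DMSO-treated cells and 100% = gossypol-treated cells at 36 µM; higher means less SRC3-driven luciferase light from the GAL4 reporter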
Starred values were filed as active, the others as inactive; / = not tested or not shown; & = joins results of further samples. An excerpt; the hit share may differ from the screen's.

SMILES	TWEAK Fn14 block	NOD2-RIPK2 inh	LRH-1 inv ag	C8 TRAIL sens	TROY NFkB inh	COUP-TFII inh	SRC2 inh	SRC1 inh	EBV LMP1 NFkB	TLR9-MyD88 block	SRC3 inh
Cc1nn(CC(=O)N2CCC(C)CC2)c(=O)c2nn(-c3ccccc3)c(C)c12	-9	-11	-16	-24	8	-5	1	4	3	-11	-3
CCCCNC(=O)Cn1cnc2c(cnn2-c2ccc(C)cc2)c1=O	18	-5	-15	0	2	1	18	-7	-7	3	7
CC(OC(=O)c1cccs1)C(=O)NCc1ccccc1 (centres undefined)	-8	-6	-3	-3	4	-23	-6	-1	-5	7	8
CN(CC(=O)Nc1ccc2c(c1)OCCO2)CC(=O)Nc1ccc(F)c(F)c1F	1	-3	-10	-5	0	-10	-6	-9	0	-7	1
CCOC(=O)CNC(=O)/C=C/c1ccc2c(c1)OCO2	-8	-8	8	15	-56	-3	15	10	-1	1	-6
Cc1ccc2cc3c(nc2c1)N(Cc1ccco1)CC3	-14	-5	5	1	0	8	-11	-34	-20	-5	-3
C#CCOCCOCCOCCNc1nc(N2CCN(C(=O)Cn3cc(CCO)nn3)CC2)nc(N2CCN(C(=O)Cn3cc(CCO)nn3)CC2)n1	-7	10	14	-9	-14	3	22	4	-14	7	-12
OC(c1ccc(F)c(F)c1)c1nc(-c2cccc3cccnc23)cs1 (centres undefined)	-32	-2	-5	-9	-17	-6	-20	-28	/	/	-17
Cn1cnc([N+](=O)[O-])c1Sc1ccc(Br)cc1	4	-3	22	-4	-4	12	-8	2	1	6	8
COc1cccc(N=Nc2c(C)[nH]n(-c3ccccc3)c2=O)c1	-23	-3	3	-1	-28	2	-29	-14	-16	-3	-26

2 compounds from above with just TWEAK Fn14 block and EBV LMP1 NFkB.
SMILES	TWEAK Fn14 block	EBV LMP1 NFkB
C#CCOCCOCCOCCNc1nc(N2CCN(C(=O)Cn3cc(CCO)nn3)CC2)nc(N2CCN(C(=O)Cn3cc(CCO)nn3)CC2)n1	-7	-14
Cc1ccc2cc3c(nc2c1)N(Cc1ccco1)CC3	-14	-20

(listing goes on)
SMILES	TWEAK Fn14 block	NOD2-RIPK2 inh	LRH-1 inv ag	C8 TRAIL sens	TROY NFkB inh	COUP-TFII inh	SRC2 inh	SRC1 inh	EBV LMP1 NFkB	TLR9-MyD88 block	SRC3 inh
COc1ccc2[nH]cc(C(=O)CN3CCN(C(=O)c4ccco4)CC3)c2c1	16	-6	12	-12	22	-9	9	-25	3	0	-14
c1ccc2c(c1)COc1c3cc4c(cc3nn1-2)OCO4	21	2	-127	59*	-54	-69	-44	-110	-47	3	-90
COc1cccc(-c2cnc(C(O)c3cc(C)cc(C)c3)[nH]2)c1 (centres undefined)	31	7	2	-21	-10	12	0	6	/	/	5
COc1ccc(C(=O)Nc2nnc([C@@H]3C[C@H](O)[C@@H](CO)O3)s2)cc1	1	0	8	-8	-27	-10	-13	-32	/	/	1
CCc1nonc1NC(=O)c1oc2ccccc2c1C	-13	-3	-13	6	-52	-28	-21	-33	-12	10	-17
O=C(CCn1c(=O)sc2ccccc21)Nc1ccon1	-16	-1	-21	2	-29	-16	-21	-17	-10	-3	6
O=C(c1ccc(Cn2cc([N+](=O)[O-])cn2)o1)N1N=C(C(F)F)CC1(O)C(F)F (centres undefined)	20	-13	-23	-22	-13	/	/	4	-2	-1	10
CC(=O)N1CCc2cc(Br)cc(S(=O)(=O)NCc3ccc(Cl)cc3)c21	14	-1	15	-12	2	8	-12	21	5	2	-2
CCOc1cc(/C=N/NC(=O)C(=O)NCC2CCCO2)ccc1OCC(=O)N1CCOCC1 (centres undefined)	15	-19	-17	-13	-4	-4	-19	-15	/	/	2
CC1=NNC(=O)/C1=C\c1cn(-c2ccccc2)nc1-c1ccccc1	106*	54*	8	63*	90*	14	-13	-23	-56	3	3
Oc1cccc(/C=N/Nc2cc(N3CCCC3)nc(N3CCCC3)n2)c1	2	0	-32	-12	-6	-9	18	4	-1	1	15
CCCC(=O)NC(c1ccc(OCC)cc1)c1ccc(OC)c(OC)c1 (centres undefined)	-1	-10	-16	-16	0	-11	-5	0	/	/	6
O=C(CSc1cn(CCNC(=O)c2cccs2)c2ccccc12)NCC1CCCO1 (centres undefined)	26	2	-33	0	14	-9	-19	-40	9	-10	-17
CC1OC(Oc2c(-c3cc(O)c(O)c(O)c3)oc3cc(O)cc(O)c3c2=O)C(O)C(O)C1O (centres undefined)	-6	-4	-17	-9	-2	-1	21	-4	6	9	1
COc1ccc(OC)c(/C=C/C(=O)Nc2ccc3c(c2)CCC3)c1	-23	0	-7	-28	-47	8	-26	-11	-5	-1	6
CCC1CCCCN1C(=O)CSc1nnc(-c2c[nH]c3ccccc23)o1 (centres undefined)	-6	-1	-7	5	-11	2	10	-3	-18	3	3
COc1cccc(N2CC(C(=O)Nc3nnc(SCC(=O)Nc4cc(C)on4)s3)CC2=O)c1 (centres undefined)	-9	5	-5	-13	-5	0	18	-12	2	0	-4
C=CCNC(=O)/C(C#N)=C/c1ccccc1OCc1ccc(C(=O)OC)cc1	36	-1	5	2	2	-14	-43	-20	0	-2	-3
COc1ccccc1C(=O)Nc1ccc(S(=O)(=O)Nc2cc(C)nc(C)n2)cc1	-5	1	-19	4	-4	-21	0	2	-3	5	2
Cc1noc(C)c1COC(=O)c1cc(C)n(-c2ccccc2)c1C	0	-2	-27	11	-16	-3	-14	-20	-24	4	-18
CN(C)Cc1c(C(=O)N/N=C/c2cccc(OCc3c(F)cccc3Cl)c2)nnn1-c1nonc1N	23	9	-4	7	36	-9	13	10	19	-8	-21
CN1C(=O)C(O)(CC(=O)/C=C\c2ccc3c(c2)OCO3)c2ccccc21 (centres undefined)	30	-5	10	-15	13	-17	5	2	8	/	19
CCSc1nnc(NC(=O)c2nc(-c3ccccc3)n(-c3ccccc3)n2)s1	-6	-2	7	7	-21	-11	9	-1	-2	3	19
CC1CC1C(=O)OCC(=O)Nc1cccc(S(=O)(=O)NC2=NCCCCC2)c1 (centres undefined)	0	-6	-4	-43	6	11	-2	-2	-3	-9	7
O=C(NCCc1ccccc1)c1cc(-c2ccco2)on1	-48	-6	-64	9	-59	25	-63	-84	15	3	-49
COc1ccccc1CN=Cc1[nH]c2ccc(Br)c(Cl)c2c1O	4	-1	2	-11	-8	8	-18	4	-4	3	-9
CC(C)SCc1cc(N2CCCC2)nc(-c2ccccc2)n1	-4	-7	16	-1	7	-16	-12	11	8	14	14
COCCn1c(=NC(=O)c2cccs2)sc2cc(NC(C)=O)ccc21	-24	-3	-100	9	-39	-38	-35	-60	-23	-7	-57
Cc1nc(=S)n(-c2ccccc2)[nH]1	-16	4	11	-2	1	-6	-33	-210	7	7	-2
Cc1cc(C)cc(NC(=O)CCNS(=O)(=O)c2ccc3c(c2)oc(=O)n3C)c1	2	-6	16	-12	16	0	11	-31	-18	6	-17
COc1ccc(C(=O)c2c3ccccc3[n+]([O-])n2CCCN)cc1	-23&-17	3&7	-6&-20	-6&10	-40&-51	-6&-14	-29&-43	-15&-23	1&-9	-3&-4	-12&-28
CN(C)N1C(N)=C(C#N)C(c2ccccc2Cl)C2=C1CCCC2=O (centres undefined)	15	-10	-13	-13	1	10	-3	0	2	-4	4
Cc1nc2c(C)cccn2c1/C(O)=C1\C(=O)C(=O)N(CCN(C)C)C1c1cccs1 (centres undefined)	-2	-7	6	-11	2	18	9	-23	1	1	9
CCOC(=O)C(C)n1cnc2scc(-c3ccc(C)c(C)c3)c2c1=O (centres undefined)	2	-1	-1	-17	4	19	-1	-5	2	-2	-15
O=C(NCCN1CCCC1)c1ccc(Cl)cc1Cl	15	4	3	8	-7	6	-1	-6	-4	1	5
Cc1ccc(=O)n(C(C(=O)NCc2ccco2)C(=O)c2ccc(F)cc2)c1 (centres undefined)	12	-2	-13	6	-16	-18	7	-2	5	-11	-21
Cc1cc2oc(=O)cc(CN3CCc4ccccc43)c2cc1Cl	-21	8	6	2	-7	11	-24	-16	2	1	-13
Cc1ccc(Nc2cc(C)nn2-c2nc(C)cc(C)n2)cc1	-5	2	11	6	3	2	23	6	13	-1	17
COc1cccc(C(=O)NCCS(=O)(=O)NCCc2ccccc2)c1	-12	8	-37	-3	-36	-20	-60	-83	-16	11	-41
CCOC(=O)N1CCN(C(=O)C2CCN(C(=O)c3ccc([N+](=O)[O-])cc3)CC2)CC1	10	-6	14	-7	-10	-3	5	-14	-3	4	19
O=C(C1CCCCC1)N1CCC(c2nc3c(nnn3Cc3c(F)cccc3Cl)c(=O)[nH]2)CC1	2	-8	15	4	6	-13	13	1	-3	4	-9

Nothing new here: entries from further up.
SMILES	TWEAK Fn14 block	NOD2-RIPK2 inh	LRH-1 inv ag	C8 TRAIL sens	TROY NFkB inh	COUP-TFII inh	SRC2 inh	SRC1 inh	EBV LMP1 NFkB	TLR9-MyD88 block	SRC3 inh
COc1ccc(C(=O)c2c3ccccc3[n+]([O-])n2CCCN)cc1	-23&-17	3&7	-6&-20	-6&10	-40&-51	-6&-14	-29&-43	-15&-23	1&-9	-3&-4	-12&-28
CN(C)N1C(N)=C(C#N)C(c2ccccc2Cl)C2=C1CCCC2=O (centres undefined)	15	-10	-13	-13	1	10	-3	0	2	-4	4
Cc1nc2c(C)cccn2c1/C(O)=C1\C(=O)C(=O)N(CCN(C)C)C1c1cccs1 (centres undefined)	-2	-7	6	-11	2	18	9	-23	1	1	9
CCOC(=O)C(C)n1cnc2scc(-c3ccc(C)c(C)c3)c2c1=O (centres undefined)	2	-1	-1	-17	4	19	-1	-5	2	-2	-15
O=C(NCCN1CCCC1)c1ccc(Cl)cc1Cl	15	4	3	8	-7	6	-1	-6	-4	1	5
Cc1ccc(=O)n(C(C(=O)NCc2ccco2)C(=O)c2ccc(F)cc2)c1 (centres undefined)	12	-2	-13	6	-16	-18	7	-2	5	-11	-21
Cc1cc2oc(=O)cc(CN3CCc4ccccc43)c2cc1Cl	-21	8	6	2	-7	11	-24	-16	2	1	-13
Cc1ccc(Nc2cc(C)nn2-c2nc(C)cc(C)n2)cc1	-5	2	11	6	3	2	23	6	13	-1	17
COc1cccc(C(=O)NCCS(=O)(=O)NCCc2ccccc2)c1	-12	8	-37	-3	-36	-20	-60	-83	-16	11	-41
CCOC(=O)N1CCN(C(=O)C2CCN(C(=O)c3ccc([N+](=O)[O-])cc3)CC2)CC1	10	-6	14	-7	-10	-3	5	-14	-3	4	19
O=C(C1CCCCC1)N1CCC(c2nc3c(nnn3Cc3c(F)cccc3Cl)c(=O)[nH]2)CC1	2	-8	15	4	6	-13	13	1	-3	4	-9
